Wnt bcat act: Wnt/beta-catenin pathway activators, primary screen, cell-based, plate reader, single point; activation, % at 9.35 µM; 300,000 compounds, 1.2% hits; Wnt/beta-catenin reporter cell assay, activator; in the data active = activation above about 30%, passing the limit was not always enough;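 also: 0% = neutral control wells and 100% = positive control wells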
DAGLB inh: DAGLB lipase inhibitors, primary screen, biochemical, fluorescence, HTS; inhibition, % at 5.17 µM; HEK293T DAGLB membrane lysate, EnzChek fluorogenic substrate; AID 504411, 2011; 340,000 compounds, 0.059% hits; in the data active = inhibition above about 34%;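 also: 0% = enzyme with vehicle and 100% = wells lacking enzyme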
Target sequence (Q8NCG7 whole entry, looked up): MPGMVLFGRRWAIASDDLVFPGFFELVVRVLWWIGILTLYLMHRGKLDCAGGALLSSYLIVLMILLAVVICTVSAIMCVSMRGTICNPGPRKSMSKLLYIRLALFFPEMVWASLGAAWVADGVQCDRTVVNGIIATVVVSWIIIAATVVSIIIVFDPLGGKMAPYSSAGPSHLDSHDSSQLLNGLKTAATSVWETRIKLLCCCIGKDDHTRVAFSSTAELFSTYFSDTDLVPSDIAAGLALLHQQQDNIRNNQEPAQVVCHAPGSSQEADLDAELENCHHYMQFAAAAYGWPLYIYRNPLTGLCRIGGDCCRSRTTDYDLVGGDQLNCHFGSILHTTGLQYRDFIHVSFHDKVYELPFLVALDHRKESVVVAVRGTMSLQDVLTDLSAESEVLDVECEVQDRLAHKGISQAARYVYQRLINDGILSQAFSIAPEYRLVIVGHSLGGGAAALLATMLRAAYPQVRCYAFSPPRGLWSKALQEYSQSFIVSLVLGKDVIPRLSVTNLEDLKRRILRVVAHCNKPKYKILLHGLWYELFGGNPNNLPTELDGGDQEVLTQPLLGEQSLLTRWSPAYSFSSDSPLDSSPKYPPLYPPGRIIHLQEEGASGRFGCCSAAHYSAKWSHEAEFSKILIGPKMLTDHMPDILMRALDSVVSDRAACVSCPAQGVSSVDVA
Rtt109 HAT inh: inhibitors of C. albicans Rtt109/Vps75 HAT, primary screen, biochemical, ThioGlo CoA-SH fluorescence, plate reader; Histone acetyltransferase RTT109 (Candida albicans (strain SC5314 / ATCC MYA-2876)), …; purified Rtt109/Vps75, 4 h; inhibition, % at 34.9 µM; 330,000 compounds, 0.16% hits;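 active = inhibition of at least 50% in every replicate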
Target sequence (Q5AAJ8 whole entry, looked up): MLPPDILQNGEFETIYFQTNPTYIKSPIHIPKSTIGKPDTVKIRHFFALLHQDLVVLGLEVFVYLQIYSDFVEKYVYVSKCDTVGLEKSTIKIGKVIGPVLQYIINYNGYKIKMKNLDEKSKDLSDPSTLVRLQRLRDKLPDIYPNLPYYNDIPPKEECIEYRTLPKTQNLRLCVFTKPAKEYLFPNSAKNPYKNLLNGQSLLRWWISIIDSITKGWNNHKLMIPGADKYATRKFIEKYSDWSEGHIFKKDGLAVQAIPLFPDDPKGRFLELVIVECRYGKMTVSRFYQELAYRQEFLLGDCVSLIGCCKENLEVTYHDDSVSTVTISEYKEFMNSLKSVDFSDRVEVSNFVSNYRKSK
phage Ecoli inh: growth loss of phage-infected E. coli, primary screen, RecBCD inhibitor project, absorbance, with phage, HTS | inhibition, % at 11.9 µM | 360,000 compounds, 0.26% hits | AID 651602, 2012; in the data active = inhibition above about 11%
Tat transport: E. coli Tat export inhibitors, primary screen, MC4100, TorA-mCherry reporter, fluorescence, single point | inhibition, % at 10 µM | 340,000 compounds, 0.036% hits | AID 488895, 2010;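 active = mean replicate inhibition at least 50% and at least half of replicates individually reaching 50%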;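 also: exported cargo escapes ClpAP degradation while cytoplasmic cargo is degraded and loses fluorescence; 0% = median of neutral control wells and 100% = median of NaSCN control wells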
E coli growth: E. coli V3065 growth inhibition, primary screen, counter-screen for AddAB inhibitor project, absorbance, OD600; 18 h; inhibition, % at 11.9 µM; 330,000 compounds, 0.27% hits;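 active = inhibition above the campaign's mean inhibition across all tested compounds plus 3 SD, cut at about 9.9% in these data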;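 also: uninfected addAB+ strain grown without phage in ampicillin broth; 0% = DMSO wells and 100% = ciprofloxacin 0.95 µg/ml wells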
PvdQ acylase: P. aeruginosa PvdQ acylase inhibitors, primary screen, biochemical, fluorescence, plate reader and imaging, single point | PvdQ acylase [Pseudomonas aeruginosa LESB58] | purified PvdQ acylase | inhibition, % at 10 µM | 340,000 compounds, 0.063% hits; in the data active = inhibition above about 30%, passing the limit was not always enough;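 also: 0% = vehicle neutral wells and 100% = reference inhibitor wells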
CAL PDZ FP: CAL PDZ peptide-binding inhibitors, primary screen, biochemical, fluorescence polarization, Cer-tagged CAL PDZ, HTS; purified CAL PDZ, TMR-peptide fluorescence polarization, 1 h; inhibition, % at 20 µM; 330,000 compounds, 0.02% hits; AID 504414, 2011;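 active = highest replicate inhibition of at least 40%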;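 also: plate controls were DMSO neutral control wells for no effect and unlabeled competitor peptide control wells for full effect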
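Control set: unlabelled peptide and DMSO controls / Material: purified CerCALP PDZ construct / Timing: 1 h incubation at room temperature before polarization reading / Doses: 20 µM, one dose / Detection: fluorescence polarization (mP)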
PfHsp90 set2: growth inhibition of PfHsp90-expressing yeast, primary screen, antimalarial PfHsp90 inhibitor project, S. cerevisiae, BacTiter-Glo luminescence, single point, set 2; BacTiter-Glo ATP, 48 h; yeast lacking PDR1 and PDR3 efflux regulators; inhibition, % at 9.4 µM; 310,000 compounds, 0.32% hits; AID 504621, 2011;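 active = every replicate shows inhibition above about 80%, whatever the replicate mean, limit read from the data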;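 also: 0% = DMSO neutral controls and 100% = 20 µM radicicol positive controls; yeast relying on Plasmodium falciparum Hsp90 in place of its own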
AddAB inh: growth inhibition of E. coli expressing H. pylori AddAB, primary screen, AddAB inhibitor project, absorbance; inhibition, % at 11.9 µM; 330,000 compounds, 0.29% hits; in the data active = inhibition above about 12%;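 also: 0% = vehicle wells of infected cells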
* hit, by the source's call; / = no result given; & = joins results of further samples. Hits appear at their usual frequency; about 1.9% have a hit in one of these screens.

A first look (four entries):
SMILES | Wnt bcat act | DAGLB inh | Rtt109 HAT inh | phage Ecoli inh | Tat transport | E coli growth | PvdQ acylase | CAL PDZ FP | PfHsp90 set2 | AddAB inh
O=C(Nc1ccc(O)cc1)C1CCCO1 (stereo unspecified) | / | -1 | -4 | 0.6 | -10 | -1.4 | 6 | 0.0 | 6 | 3.0
CNNC(=S)Nc1cccc(C(F)(F)F)c1 | 3 | / | / | 1.9 | / | 0.1 | / | / | / | -0.4
O=C(/C=C1\SC(=O)N(CC(=O)Nc2ccc(F)cc2)C1=O)Nc1ccc(Cl)cc1 | / | -13 | 8 | 3.2 | -4 | 1.4 | -11 | 0.3 | 1 | 1.7
N#C/C(=C(/O)COC(=O)c1cccnc1Cl)c1nc2ccccc2[nH]1 | 0 | 4 | -7 | 1.9 | 7 | -1.4 | -6 | -2.2 | 12 | -3.3

This part in full (from the top)
SMILES | Wnt bcat act | DAGLB inh | Rtt109 HAT inh | phage Ecoli inh | Tat transport | E coli growth | PvdQ acylase | CAL PDZ FP | PfHsp90 set2 | AddAB inh
O=C(Nc1ccc(O)cc1)C1CCCO1 (stereo unspecified) | / | -1 | -4 | 0.6 | -10 | -1.4 | 6 | 0.0 | 6 | 3.0
CNNC(=S)Nc1cccc(C(F)(F)F)c1 | 3 | / | / | 1.9 | / | 0.1 | / | / | / | -0.4
O=C(/C=C1\SC(=O)N(CC(=O)Nc2ccc(F)cc2)C1=O)Nc1ccc(Cl)cc1 | / | -13 | 8 | 3.2 | -4 | 1.4 | -11 | 0.3 | 1 | 1.7
N#C/C(=C(/O)COC(=O)c1cccnc1Cl)c1nc2ccccc2[nH]1 | 0 | 4 | -7 | 1.9 | 7 | -1.4 | -6 | -2.2 | 12 | -3.3
O=C(CN(Cc1ccco1)C(=O)CNS(=O)(=O)c1ccc(Cl)cc1)NC1CCCCC1 | -3 | -2 | 0 | 2.5 | 17 | -1.1 | -16 | / | -1 | 3.0
O=C(NCCc1ccccc1)C(=O)NCC1OCCCN1S(=O)(=O)c1cccs1 (stereo unspecified) | -1 | 1 | -4 | -0.9 | 6 | 0.7 | 4 | 0.0 | 21 | -0.2
Cc1sc2nc(CSCC(=O)Nc3ccc(Cl)cc3F)[nH]c(=O)c2c1C | -1 | 2 | -10 | -1.0 | 2 | / | -8 | -2.0 | -43 | /
CCOCCCn1c(=NC(C)=O)c(C#N)cc2c(=O)n3cccc(C)c3nc21 | 4 | / | -16 | 2.8 | 15 | -0.3 | -34 | -0.9 | -5 | 0.8
c1ccc(-c2csc(N3CCSCC3)n2)cc1 | 28 | -8 | -23 | 2.7 | -4 | 0.4 | 7 | 0.5 | -16 | 1.8
Cc1ccc(-c2nn[nH]n2)cc1 | -6 | 1 | -3 | 2.3 | -10 | 1.4 | -9 | 0.1 | 59 | 1.9
Cc1cc(C)n(CCNC(=O)c2cc(COc3ccc(F)cc3Cl)on2)n1 | -3 | 2 | -1 | 5.2 | 1 | -1.3 | -4 | -1.6 | 0 | -0.5
Cc1ccc(F)cc1NC(=O)N1CCN(c2ccnc3cc(Cl)ccc23)CC1 | 1 | 0 | 0 | -1.1 | -7 | -2.8 | -11 | -2.0 | 13 | 2.5
CC(=O)N1CCN(c2ccc(NC(=S)NC(=O)/C=C/c3ccccc3)cc2)CC1 | -1 | / | / | 5.5 | / | -3.0 | / | / | / | -1.7
COc1ccc(CCNC(=O)C(=O)NCC2OCCN2S(=O)(=O)c2ccc(OC)c(OC)c2)cc1OC (stereo unspecified) | 4 | 4 | 0 | 1.6 | 6 | 0.0 | 2 | 0.3 | 22 | -1.8
CC(C)Cn1cnc2c(SCc3ccccc3F)nc(N)nc21 | 3 | -2 | -1 | 2.7 | 22 | / | -8 | -0.5 | -1 | /
CCOc1ccc(NC(=O)CN2CCN(CC(=O)Nc3ccccc3OC)CC2)cc1 | 0 | 0 | -5 | -2.5 | 6 | -2.3 | -17 | / | -8 | 1.1
COc1ccc(N2C3=C(C(=O)CC(C)(C)C3)C(c3cnn(C)c3)C3=C2CC(C)(C)CC3=O)cc1 | 0 | 0 | -1 | 4.7 | 1 | 0.3 | -10 | -0.8 | -19 | 4.4
Cc1noc(C)c1CSc1nnc2scc(-c3ccccc3)n12 | / | -1 | 0 | 1.4 | -1 | -4.2 | -1 | -0.8 | / | 0.0
CN(Cc1ccccc1)C(=O)COc1ccc(N(C)S(=O)(=O)c2ccc(F)cc2)cc1 | -2 | -1 | -6 | 3.0 | -4 | -1.4 | 7 | -0.7 | 0 | 2.9
O=C(CN1CSCC1=O)N1CCN(S(=O)(=O)c2cccc(F)c2)CC1 | -2 | 1 | -2 | 0.8 | -3 | 0.2 | -4 | 0.0 | -6 | -0.9
CCCCCCCCCCOC(=O)Cn1c(COc2ccc(C)cc2)[n+](C)c2ccccc21 | 0 | 3 | -12 | 1.3 | 39 | 0.2 | 19 | 0.4 | 110* | 2.4
Cc1ccc(CCN2CC(C(=O)NCCC(C)C)CC2=O)cc1 (stereo unspecified) | 2 | -1 | 0 | 1.0 | 3 | -0.7 | -8 | 0.0 | 12 | 1.5
O=c1cc(CCl)[nH]c2nc3ccccc3n12 | -4 | -3 | -7 | -1.5 | 0 | 1.6 | 2 | -3.8 | -17 | 3.3
Cc1cc(C)c2nc(-c3cccnc3)cc(C(=O)NC(C)c3cnn(C)c3C)c2c1 (stereo unspecified) | -3 | 0 | 0 | 0.9 | -3 | -1.8 | -12 | -2.2 | / | -1.1
O=C(c1ccc(Cl)cc1)N(Cc1cccs1)C1CCS(=O)(=O)C1 (stereo unspecified) | 1 | -3 | -7 | 2.3 | 1 | 1.8 | -2 | -0.2 | 4 | 1.9
Cn1c(=O)c2c(SCC(=O)Nc3ccccc3F)nc(-c3ccccc3F)nc2n(C)c1=O | -14 | -5 | -4 | 3.8 | -7 | -1.3 | 2 | -0.4 | -10 | 4.6
CC(C)(C)c1ccc(OCCC(=O)OCC(=O)NCc2ccccc2)cc1 | 1 | -3 | 3 | -0.5 | 15 | 0.8 | -9 | -2.7 | / | -1.4
COc1ccc(C(=O)Nc2ccc(NC(=O)c3cccs3)cc2)cc1[N+](=O)[O-] | -4 | -1 | 8 | 4.5 | -4 | 1.7 | 0 | 1.0 | -4 | 2.0
CCN(CC)CCN(Cc1cc2cc3c(cc2[nH]c1=O)OCO3)C(=S)NCC(C)C | 0 | 1 | -2 | -0.1 | -9 | 0.9 | 4 | 0.3 | 8 | 1.3
Cc1cccc2cncc(OCc3nnc(SC(F)F)n3C)c12 | -2 | / | 3 | 2.7 | 19 | 1.3 | -3 | -0.9 | 26 | 0.6
COC(=O)C1CCN(c2ccc(Cl)nn2)CC1 | -8 | 0 | -5 | 5.2 | -2 | 5.9 | -9 | 0.6 | -18 | 2.3
Cc1ccccc1N=Nc1c(C)[nH]n(C(N)=S)c1=O | 1 | 8 | -7 | 3.3 | -2 | 1.0 | 0 | 0.2 | 18 | 4.1
S=C(NCc1ccccc1)N1CCN(c2cccc(Cl)c2)CC1 | 0 | 3 | 5 | 2.2 | 6 | 2.9 | 6 | 1.6 | -7 | 2.5
COC(=O)c1ccc(OC(=O)c2ccc(OC)cc2)c(OC)c1 | 0 | -4 | -2 | 1.8 | 3 | 2.3 | -9 | -3.2 | -8 | 2.9
O=C1NC2=C(C(=O)CCC2)C(c2ccccc2Cl)N1 (stereo unspecified) | 0 | -3 | / | 2.9 | 0 | -0.3 | -5 | -2.9 | 8 | 0.7
C/C(N)=C(/C#N)C(=O)COC(=O)COc1ccc(Cl)cc1 | -2&0 | 1&0 | -10&7 | 1.6&4.5 | -7&-4 | 0.6 | -9&-10 | 0.1&-0.5 | -11&-5 | 3.6
Cc1ccc(N2C(=O)C3C4C=CC(CC4)C3C2=O)cc1[N+](=O)[O-] (stereo unspecified) | -2 | 0 | 2 | 0.8 | 0 | 0.4 | -15 | -0.3 | -5 | -2.0
Cc1cc(Sc2nnc(/N=C/N(C)C)s2)c2ccccc2n1 | 1 | / | 3 | 4.4 | -4 | -2.3 | 3 | -1.8 | 18 | -1.8
CCOC(=O)CNC(=O)Cn1c(C)cc2ccccc2c1=O | / | -2 | -8 | 2.6 | -2 | -0.3 | -12 | -3.8 | -20 | 3.4
O=C(COC(=O)c1ccc(S(=O)(=O)NCc2ccco2)cc1)Nc1ncc(Cl)cc1Cl | -6 | 4 | -5 | 0.1 | 4 | -2.7 | -15 | -0.2 | 5 | 0.2
C=CCn1c(COc2ccc(CC)cc2)nnc1SC/C(O)=C(\C#N)c1nc2ccccc2[nH]1 | 0 | 4 | -9 | 2.7 | 2 | -2.3 | 2 | 0.4 | 0 | 0.5
CCN1CCN(C(=S)NCCOC)CC1 | -5 | 1 | -1 | 3.2 | 1 | 1.3 | -14 | -2.6 | -1 | -0.8
COC(=O)[C@@H]1C[C@@]2(O)[C@H](O)[C@H](O)[C@H](O)C[C@H]2N1Cc1ccc(C(F)(F)F)cc1 | 3 | -1 | -2 | 4.1 | -7 | -1.9 | -3 | 1.6 | / | -0.2
CCN(C(=O)Cn1c(=O)n2nc(CCn3nc(C)cc3C)nc2c2ccccc21)c1cccc(C)c1 | / | -2 | 14 | 0.4 | 5 | -0.5 | -19 | -0.8 | -14 | 0.5
CCn1cc(C(=O)OCC(=O)Nc2ccccc2OC(F)F)c(=O)c2ccc(C)nc21 | -2 | 2 | -11 | -0.7 | 1 | 0.2 | 2 | 0.4 | -2 | 0.0
COc1ccc(CN(Cc2cccn2C)S(=O)(=O)c2ccc(C)cc2)cc1 | -5 | -9 | 4 | 1.0 | 0 | -0.2 | -17 | -1.8 | -11 | -0.5
Cc1ccc2c(C(=O)CN3CCN(C4CCCCC4)CC3)c(C)[nH]c2c1 | / | 1 | 0 | 2.9 | -1 | -0.2 | -10 | -1.4 | -6 | 4.0
NC(=O)CCn1c(=O)oc2ccccc21 | / | -2 | -7 | 1.4 | 0 | 0.3 | -9 | / | / | 1.6
CCN(C(=O)CSc1nnc(Nc2ccccc2)s1)C1CCS(=O)(=O)C1 (stereo unspecified) | 0 | -2 | -7 | 4.0 | -1 | 3.9 | -7 | -0.9 | -17 | 5.1
CC1(C)CSC(=NCCc2ccccc2)N1 | -2 | -2 | -11 | 0.5 | -3 | 3.9 | -4 | -1.1 | 2 | 4.1
COc1ccc(CCNC(=O)N2c3ccccc3Sc3ccccc32)cc1 | 4 | -7 | 7 | 2.5 | 11 | 0.8 | -12 | -5.7 | -7 | 1.3
NS(=O)(=O)c1ccc(CCNC(=S)NC2CCCC2)cc1 | -1 | -2 | -1 | 3.7 | 0 | 1.5 | 1 | -1.1 | -11 | 3.5
Clc1ccc(CSc2nnc3c(n2)[nH]c2ccccc23)cc1 | 3 | 5 | -3 | -1.4 | 4 | 0.2 | -7 | -1.8 | 12 | 1.4
CCCN(CCC)C(=O)CC(c1ccccc1)c1cc(C)ccc1O (stereo unspecified) | -4 | -5 | 5 | 2.3 | 9 | 1.6 | -13 | -6.6 | -11 | 1.5
CN(C)CCCNC(=O)CCC1CCCCC1 | / | 0 | -4 | 4.2 | 3 | 0.3 | -7 | -1.4 | 11 | 4.4

High-throughput results from PubChem BioAssay.
